D2 PAM: D2 dopamine receptor (human) potentiation; actives 0.34% (n = 340,000); P14416; HEK293 T-REx D2, calcium flux, EC20 dopamine potentiation; potentiation, % at 10 µM;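 active = potentiation over 3 SD above the plate norm, cut at about 30% in these data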; note: 0% is about no effect
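Primary screen. Calcium kinetics in induced HEK293 T-REx D2 cells: compound pre-addition 180 s, EC20 dopamine, 180 s more.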
D2 antag: antagonists of human D2 dopamine receptor | HEK293 TREx D2 cells, calcium flux, dopamine EC80 | inhibition, % at 10 µM | P14416 | actives 2% (n = 340,000); in the data active = inhibition above about 30%; note: 0% is about no effect
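Calcium mobilization kinetics were recorded at 1 s intervals in tetracycline-induced HEK293 T-REx D2 cells, first for 180 s after compound addition and then 180 s after EC80 dopamine.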
RXFP1 ag: RXFP1 (human) receptor agonism; Potency, µM (doses to about 57.5 µM), without a hit: at the highest dose activation, hits mostly activators; Q9HBX9; HEK293T-RXFP1 cAMP TR-FRET, 30 min; response scale: percent of porcine relaxin response, buffer zero; actives 0.3% (n = 370,000); active = well fitted activation curve with a large enough effect; inconclusive = small, poorly fitted or top-dose-only effect; note: potency is the fitted concentration of half-maximal effect; % is set by controls: 0 for no effect and ±100 for the full control effect; nearly all actives have a fitted effect of over 60% in size; many of its hits are not listed in these tables
Target sequence (Q9HBX9 whole entry, looked up): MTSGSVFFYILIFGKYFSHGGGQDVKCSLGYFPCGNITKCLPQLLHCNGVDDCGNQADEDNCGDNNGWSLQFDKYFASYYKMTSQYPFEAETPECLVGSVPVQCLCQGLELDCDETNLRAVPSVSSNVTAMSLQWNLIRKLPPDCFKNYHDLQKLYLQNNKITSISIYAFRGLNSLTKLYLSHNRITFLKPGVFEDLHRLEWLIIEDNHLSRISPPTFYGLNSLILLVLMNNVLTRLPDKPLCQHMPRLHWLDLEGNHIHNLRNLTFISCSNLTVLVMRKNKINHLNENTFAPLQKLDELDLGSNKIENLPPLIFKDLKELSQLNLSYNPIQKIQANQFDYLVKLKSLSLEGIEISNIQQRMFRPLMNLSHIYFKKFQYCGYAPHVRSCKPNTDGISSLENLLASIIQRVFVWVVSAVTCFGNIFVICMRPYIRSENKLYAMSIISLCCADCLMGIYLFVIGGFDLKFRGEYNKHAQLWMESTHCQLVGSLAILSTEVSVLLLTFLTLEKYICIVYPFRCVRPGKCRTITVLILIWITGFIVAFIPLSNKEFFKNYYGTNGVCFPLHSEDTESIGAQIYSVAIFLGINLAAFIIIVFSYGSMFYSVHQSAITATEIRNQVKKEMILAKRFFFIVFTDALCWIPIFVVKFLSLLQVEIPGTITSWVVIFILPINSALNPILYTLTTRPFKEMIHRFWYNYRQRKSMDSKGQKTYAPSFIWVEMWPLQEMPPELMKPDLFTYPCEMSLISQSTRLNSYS
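Agonist response is measured as cAMP accumulation in an RXFP1-transfected HEK293T line under PDE4 inhibition. Values are scaled between buffer-only and 29 nM porcine relaxin, and EC50s come from standard Hill equation fits.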
D1 antag: human D1 dopamine receptor antagonism; P21728; HEK293 TREx D1 cells, calcium flux, dopamine EC80; hits give low values; activity change, negative = inhibition, % at 10 µM; actives 3.2% (n = 360,000); in the data active = activity change below about -30%; note: % is set by controls: 0 for no effect and ±100 for the full control effect
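Inducible Hek293 Trex D1 cells (tetracycline, overnight, 30 C). Calcium dye 30–90 min RT. Antagonist mode: EC80 dopamine added after 180 s compound read.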
RXFP1 antagonist: RXFP1 (human) relaxin receptor antagonism | Q9HBX9 | AID 1259400 | HEK293-RXFP1, relaxin-stimulated cAMP HTRF, 30 min; hits give low values | activity change, negative = inhibition, % at 57.5 µM | actives 0.59% (n = 350,000);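 active = activity change of -60% or lower, but not beyond a set lower limit; inconclusive = change between -60% and -40%, or beyond the set limit; inactive = change above -40%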; note: % is set by controls: 0 for no effect and ±100 for the full control effect
TRHR PAM: TRH receptor (human) allosteric enhancement; TRHR cells, fluo-8 calcium fluorescence, EC20 TRH enhancement; actives 0.66% (n = 360,000); P34981; AID 493056; enhancement, % at 2 µM; in the data active = enhancement above about 30%; note: 0% is about no effect
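Enhancer read-out: after compound pinning and an initial kinetic agonist-mode read, an EC20 of TRH (10 nM final) was injected and fluo-8 calcium signal (Ex 480/Em 530) followed at 1 s/cycle for 100 cycles in TRHR-expressing cells.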
D1 ag: human D1 receptor agonism | HEK293 T-REx D1 cells, calcium flux, agonist mode | activation, % at 2 µM | actives 1% (n = 360,000) | AID 504660; in the data active = activation above about 30%; note: 0% is about no effect
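Tetracycline-induced HEK293 TREx D1 cells, force-coupled to calcium signalling, were dye-loaded with a no-wash calcium kit. Compound was pin-added after a 10 s baseline. Fluorescence was read kinetically at 1 cycle/s for 180 s, with calcium rises flagged as agonism.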
D1 potentiator: potentiators of human D1 dopamine receptor; P21728; HEK293 TREx D1 cells, calcium flux, dopamine EC20 potentiation; potentiation, % at 10 µM; actives 0.036% (n = 360,000); AID 504651; in the data active = potentiation above about 30%; note: 0% is about no effect
D2 ag: agonists of human D2 dopamine receptor. P14416. HEK293 T-REx D2 cells, calcium flux agonist mode. activation, % at 2 µM. actives 0.53% (n = 340,000);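 active = activation over 3 SD above normal in the single-dose calcium agonist read, cut at about 30% in these data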; note: 0% is about no effect
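Tetracycline-induced HEK293 T-REx cells with force-coupled D2 receptor, plated overnight at 30 C, loaded with no-wash calcium dye. After a 10 s baseline, compound was pin-added and calcium flux read kinetically for 180 s; calcium rises flagged agonists.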
Starred values were filed as active, the others as inactive; u = inconclusive; x = not tested or not shown; & = joins results of further samples. A portion of the library. The share of hits here may be higher or lower than overall.

#1 CCOc1ccc(NC(=O)NNC(=O)c2cc3ccccc3cc2O)cc1
#2 O=C(c1ccc(Oc2ccccc2)cc1)C1CCCN(C(=O)c2cnccn2)C1 (stereo not given)
#3 Cc1ccsc1CN(C)CC(=O)Nc1ccc([N+](=O)[O-])cc1Cl
#4 O=C(CSc1ncccn1)n1c2c(c3ccccc31)CCCC2
#5 Cc1ccccc1N(CC(=O)N1CCc2ccccc2C1)S(C)(=O)=O
#6 Cc1ccccc1Nc1c(-c2cccnc2)nc2cccc(C)n12
#7 CC(=O)Nc1ccc(NC(=O)COC(=O)c2ccc(Cl)nc2)cc1
#8 CC(=O)Nc1nc(NC(=O)C(Cl)(Cl)Cl)n(-c2ccccc2)n1

compound no.	1	2	3	4	5	6	7	8
D2 PAM	-10	2	-5	-5	0	11	-9	11
D2 antag	-9	3	-3	-2	6	x	-10	11
RXFP1 ag	2.3%	-1.1%	5.4%	-0.4%	-0.1%	0.3%&4.8%	0.5%	-0.2%
D1 antag	-19	-10	-13	-43*	3	4&0	19	-5
RXFP1 antagonist	-1	-13	2	-14	1	u	5	-1
TRHR PAM	1	-5	2	4	6	22&-6	4	4
D1 ag	6	6	10	6	2	3&-2	6	4
D1 potentiator	0	-3	-8	0	-2	4&2	-1	-6
D2 ag	2.0	-0.8	0.1	-1.0	1.6	-1.7	0.3	-0.9

#9 CN(C)S(=O)(=O)c1cccc(NC(=O)CN2C(=O)NC(Cc3ccccc3)C2=O)c1 (stereo not given)
#10 CCCCN1C(=O)C(O)=C(C(C)=O)C1c1ccc(OC)cc1OC (stereo not given)
#11 CCOc1ccc(CC(=O)C2C(=O)CCCC2=O)cc1OCC
#12 Cc1ccc(C)c(N2CCN(C(=O)c3cc4ccccc4oc3=O)CC2)c1
#13 Cn1c(=O)oc2cc(S(=O)(=O)NCCC(=O)NCc3ccc(F)cc3)ccc21
#14 CCC(=O)Nc1nnc2n1CCS2
#15 COc1cc2nc(SCC(=O)Nc3c(C)cc(C)cc3C)n3nc(CCn4c(C)nc5ccccc54)nc3c2cc1OC
#16 O=C1CCN(CCc2ccccc2)CCN1CCO

compound no.	9	10	11	12	13	14	15	16
D2 PAM	-18	-5	-5	-16	3	x	6	12
D2 antag	-39	-10	0	6	x	x	x	-17
RXFP1 ag	-2.6%	2.7%	0.8%	0.3%	2.2%&1.1%	-0.7%	4.1%	2.3%
D1 antag	-6	4	-42*	3	-3&-6	12	22	12
RXFP1 antagonist	6	14	3	2	-1&6	x	-3	x
TRHR PAM	8	5	-5	-3	6&1	0	-4	-2
D1 ag	1	6	5	5	0&1	0	-2	3
D1 potentiator	4	1	-3	-2	3&-2	-3	-2	-2
D2 ag	0.0	-0.1	-0.3	-1.7	0.0	0.7	0.4	0.7

#17 CCOC(=O)c1c(-c2cccs2)csc1NC(=O)c1ccco1
#18 O=C(O)c1cc2nc(-c3ccc(F)cc3)cc(C(F)(F)F)n2n1
#19 O=C(c1cc(COc2ccc(F)c(F)c2)on1)N1CCOCC1
#20 CC(C)c1ccc(OCc2cc(=O)n3c4c(sc3n2)CCCC4)cc1
#21 Cc1cc2ccccc2c(=O)n1CC(=O)NCCC1=CCCCC1
#22 O=C(CN1CCN(S(=O)(=O)c2ccccc2)CC1)Nc1ccc(Cl)cn1
#23 NC(=O)C1CCN(C(=O)c2cc3ccccn3n2)CC1
#24 O=C(c1cccc(S(=O)(=O)NCc2ccccc2)c1)N1CCN(Cc2ccccc2)CC1

compound no.	17	18	19	20	21	22	23	24
D2 PAM	16	6	-4	5	-7	1	0	-3
D2 antag	-4	0	0	x	-3	-4	-1	-24
RXFP1 ag	2.7%	0.1%	-1.5%	-2.0%	0.7%	1.8%	0.4%	0.0%
D1 antag	8	-11	-16	4	-3	-16	6	1
RXFP1 antagonist	-9	-15	4	x	-8	-5	-5	-7
TRHR PAM	-2	-3	-3	-5	1	-1	-5	13
D1 ag	0	2	6	1	0	4	3	1
D1 potentiator	0	-1	5	1	-2	-6	-3	4
D2 ag	0.6	-0.7	0.1	0.2	0.5	0.1	-0.1	4.7

#25 CS(=O)(=O)N(Cc1ccccc1)c1ccc(C(=O)NC2CCCCC2O)cc1 (stereo not given)
#26 COc1cc(Cl)c(C)cc1NC(=O)COC(=O)c1cc[n+]([O-])cc1
#27 COc1ccc(/C=C2\SC(=S)N(CC(=O)NC3CCS(=O)(=O)C3)C2=O)cc1 (stereo not given)
#28 Cc1nc(C(=O)NNC(=O)c2c(-c3c(Cl)cccc3Cl)noc2C)cs1
#29 COc1ccccc1NS(=O)(=O)c1cccc(C(=O)N/N=C/c2ccc(N3CCOCC3)cc2)c1
#30 COc1ccc2c(c1)-c1nc(/N=C/c3ccc(O)cc3)sc1CC2
#31 COc1ccc(C(C(=O)NC(C)(C)C)N(CCO)C(=O)CCC(=O)Nc2cc(C)on2)cc1 (stereo not given)
#32 C=CCN(c1nc(C)c(Br)c(OC)n1)S(=O)(=O)c1ccc(C)cc1

compound no.	25	26	27	28	29	30	31	32
D2 PAM	-9	-3	-8	10	-4	-6	-12	-4
D2 antag	-1	7	10	-7	8	45*	-3	-3
RXFP1 ag	-0.2%	-0.7%	1.2%	4.4%	3.3%	-1.3%	0.5%	-0.6%
D1 antag	-3	-21	-11	-4	-8	7	0	17
RXFP1 antagonist	-17	-10	-6	18	3	-3	5	-3
TRHR PAM	-6	3	3	8	3	-2	0	-7
D1 ag	0	5	4	3	1	0	-1	4
D1 potentiator	-5	-4	-7	2	-2	1	4	0
D2 ag	0.9	-0.2	-0.7	0.6	-1.1	-0.9	1.7	-0.8

From no. 18 as far as 29, as listed above:
#18 O=C(O)c1cc2nc(-c3ccc(F)cc3)cc(C(F)(F)F)n2n1
#19 O=C(c1cc(COc2ccc(F)c(F)c2)on1)N1CCOCC1
#20 CC(C)c1ccc(OCc2cc(=O)n3c4c(sc3n2)CCCC4)cc1
#21 Cc1cc2ccccc2c(=O)n1CC(=O)NCCC1=CCCCC1
#22 O=C(CN1CCN(S(=O)(=O)c2ccccc2)CC1)Nc1ccc(Cl)cn1
#23 NC(=O)C1CCN(C(=O)c2cc3ccccn3n2)CC1
#24 O=C(c1cccc(S(=O)(=O)NCc2ccccc2)c1)N1CCN(Cc2ccccc2)CC1
#25 CS(=O)(=O)N(Cc1ccccc1)c1ccc(C(=O)NC2CCCCC2O)cc1 (stereo not given)
#26 COc1cc(Cl)c(C)cc1NC(=O)COC(=O)c1cc[n+]([O-])cc1
#27 COc1ccc(/C=C2\SC(=S)N(CC(=O)NC3CCS(=O)(=O)C3)C2=O)cc1 (stereo not given)

compound no.	18	19	20	21	22	23	24	25	26	27
D2 PAM	6	-4	5	-7	1	0	-3	-9	-3	-8
D2 antag	0	0	x	-3	-4	-1	-24	-1	7	10
RXFP1 ag	0.1%	-1.5%	-2.0%	0.7%	1.8%	0.4%	0.0%	-0.2%	-0.7%	1.2%
D1 antag	-11	-16	4	-3	-16	6	1	-3	-21	-11
RXFP1 antagonist	-15	4	x	-8	-5	-5	-7	-17	-10	-6
TRHR PAM	-3	-3	-5	1	-1	-5	13	-6	3	3
D1 ag	2	6	1	0	4	3	1	0	5	4
D1 potentiator	-1	5	1	-2	-6	-3	4	-5	-4	-7
D2 ag	-0.7	0.1	0.2	0.5	0.1	-0.1	4.7	0.9	-0.2	-0.7

#28 Cc1nc(C(=O)NNC(=O)c2c(-c3c(Cl)cccc3Cl)noc2C)cs1
#29 COc1ccccc1NS(=O)(=O)c1cccc(C(=O)N/N=C/c2ccc(N3CCOCC3)cc2)c1

compound no.	28	29
D2 PAM	10	-4
D2 antag	-7	8
RXFP1 ag	4.4%	3.3%
D1 antag	-4	-8
RXFP1 antagonist	18	3
TRHR PAM	8	3
D1 ag	3	1
D1 potentiator	2	-2
D2 ag	0.6	-1.1

The list goes on:
#33 Clc1ccccc1OCCCn1ccnc1
#34 Cc1cccc(Nc2nnc(SCC3CCCCO3)s2)c1 (stereo not given)
#35 Cn1c(C(=O)c2ccncc2)cc2ccccc21
#36 Cc1cccc(OCCCCn2nnc3sc4c(c3c2=O)CCC(C)C4)c1 (stereo not given)
#37 Cc1ccc(S(=O)(=O)NCC(=O)N2CCCC2)cc1
#38 CC1=NNC(=O)C1CC(=O)N/N=C/c1ccc(C)o1 (stereo not given)
#39 Cc1n[nH]c(C)c1Sc1ccccc1N=Cc1cc([N+](=O)[O-])ccc1O
#40 CCCCCCC12CCC(C(=O)O)(CC1)CC2

compound no.	33	34	35	36	37	38	39	40
D2 PAM	4	-19	2	5	-13	5	-2	3
D2 antag	-5	3	7	x	2	-19	6	x
RXFP1 ag	-0.4%	0.2%	3.9%	0.9%	1.5%	7.3%	0.9%	-4.2%
D1 antag	-2	1	14	-2	-11	10	-3	-7
RXFP1 antagonist	4	-11	-9	0	11	-2	x	x
TRHR PAM	-5	5	5	4	1	6	-4	0
D1 ag	4	1	-1	-1	1	2	4	1
D1 potentiator	-2	-4	-4	0	-2	3	-5	-4
D2 ag	0.6	-0.8	-0.1	-0.2	0.7	0.3	0.3	-0.2

#41 CCOC(=O)N1CCN(S(=O)(=O)c2c(C)nc3sccn3c2=O)CC1
#42 COc1ccc(N2CC(C(=O)Nc3nnc(SCC(=O)NC4CCCC4)s3)CC2=O)cc1 (stereo not given)
#43 Cn1cc(/C=C(\NC(=O)c2ccccc2)C(=O)NCCCN2CCOCC2)c2ccccc21
#44 CCc1ccc2[nH]c(=O)c(CN(Cc3ccccc3)C(=O)Nc3ccccc3OC)cc2c1
#45 CCOC(=O)c1noc2ncnc(N3CCN(c4cccc(Cl)c4)CC3)c12
#46 CCCc1nc(N)sc1C(=O)OCC
#47 CCc1nnc(NC(=O)c2ccc(-c3cc(C(F)(F)F)ccc3Cl)o2)s1
#48 Cn1c(=O)n(C)c2cc([N+](=O)[O-])c(N3CCN(S(=O)(=O)c4ccc5ccccc5c4)CC3)cc21
#49 CCCNC(=O)CCc1c(C)nc2nc(-c3cc(OC)cc(OC)c3)nn2c1C
#50 CC(/C=N/NC(=O)c1ccccc1F)c1ccccc1 (stereo not given)

compound no.	41	42	43	44	45	46	47	48	49	50
D2 PAM	8	2	0	3	8	4	3	10	-1&1	4
D2 antag	11	-16	-11	1	x	-7	-8	-27	10	-24
RXFP1 ag	u	-0.3%	-4.1%	1.8%	0.4%	4.2%	0.4%	-0.6%	-0.8%&2.6%	0.0%
D1 antag	-10	8	-15	x	3	-12	-9	-19	-11&11	-11
RXFP1 antagonist	-5	-15	1	5	x	-5	-19	-1	-5	2
TRHR PAM	5	4	1	8	-3	-2	12	29	-4&-2	-1
D1 ag	2	1	0	3	3	1	0	0	-1&1	0
D1 potentiator	1	-2	-1	-1	-3	-8	-2	-5	5&2	-4
D2 ag	0.7	-1.1	0.3	0.1	0.5	-0.7	0.2	-0.1	-0.8&0.7	1.9
